Assay outcomes from PubChem.
Peg3 imprint: induces erasure of genomic imprints in mouse ES cells; mouse ES Peg3-LacZ reporter, beta-gal luminescence, 40 h; 0.02% of 110,000 active; Potency, µM (series often up to 60.7 µM), for the others: at the top dose activity change, positive = activation, most hits filed as activators;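 further: 0% = negative control wells on the plate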
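Each well holds 300 Peg3LacZ-Neo (maternal) female ES cells incubated 40 h at 37C, 5% CO2. LacZ is measured by BetaGlo luminescence, with AC50 and maximum efficacy derived from dose-response curves.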
IkB signaling: inhibitors of IkB signaling in ABC-DLBCL cells. ABC-DLBCL IkBa-CBG/CBR dual luciferase ratio, 4 h; response scale: scaled: untreated 0%, proteasome inhibitor 100%. 0.04% of 110,000 active. Potency, µM (doses to about 57.1 µM), for inactives: at the top dose IkBa stabilization activation; active means well fitted curve in the direction sought with a large enough effect in the signal ratio, not every such curve was filed as active; inconclusive means small, poorly fitted or top-dose-only effect, or a change in a side signal; the % refers to the signal ratio;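 further: the direction sought is a rising ratio; 0% = basal untreated cells and 100% = reference inhibitor full response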
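In this assay, an IκBα–CBG68 fusion accumulates when IKK-driven degradation is blocked; native CBR normalizes for cell number. OCI-Ly3 cells were treated 4 h with compound and doxycycline, then green and red light read after Chroma-Glo addition.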
p53ts 39C kill: kills p53ts cells at the nonpermissive temperature | H1299-p53A138V viability at 39C, ATP luminescence, 24 h | Potency, µM (top dose mostly 46.1 µM), without a hit: top-dose activity change, negative = cell killing, actives largely listed as cytotoxic | 1.5% of 130,000 active; further: nearly all actives have a fitted effect of over 55% in size
p53ts 32C kill: cytotoxicity in p53ts cells at permissive temperature | AID 924 | Potency, µM (top dose mostly 46.1 µM), inactives show at the top dose activity change, negative = cytotoxicity, most hits filed as cytotoxic | H1299-p53A138V at 32C, ATP luminescence viability, 24 h | 0.93% of 130,000 active;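 further: 0% = DMSO and -100% = full killing by reference compound; nearly all actives have a fitted effect of over 55% in size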
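Cells: H1299 p53ts (A138V), 600/well, pre-incubated 16–30 h at 37C. Cpd up to 46 uM, 24 h, 32C. Readout: ATPlite luminescence, 20 min RT. Normalization: DMSO vs tamoxifen 100 uM. AC50 by Hill equation.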
The depositor's hits bear a star; ? = inconclusive; nt = not tested or not shown; [ ] = another dose, or the depositor's remark. Unless noted, the call rests on the fitted dose curve; in most records, active means well fitted curve in the direction sought with a large enough effect; inconclusive means small, poorly fitted or top-dose-only effect, or another doubt; inactive means no such curve, though single readings can be large; an effect the other way counts as inactive or inconclusive. Unless noted, on the % scale 0 is the no-effect control and ±100 the full control effect; potency means the concentration at half of the fitted maximal effect. Rows were taken by chance; overall some 1.8% were active at least once.

Values run as follows: Peg3 imprint, IkB signaling, p53ts 39C kill, p53ts 32C kill
Cc1c(C(=O)N2CCc3ccccc32)oc2c1C(=O)CC(C)(C)C2
    -3%, -1.4%, 12%, 2%
COc1cccc(CNC(=O)C2CCCCN2S(=O)(=O)c2ccc(F)cc2)c1 (stereo not drawn)
    -3%[10.9 µM], 0.0%, 12%, 7%
CC(=O)c1nn(-c2cccc(Cl)c2)cc1C(=O)c1ccco1
    -13%, -0.7%, -3%, 1%
Cc1nn(C)c2c1c(C(F)(F)F)cc(=O)n2C(C)C(=O)NCc1ccc(Cl)cc1 (stereo not drawn)
    13%[10.9 µM], ?, -8%, 6%
Cc1ccc(CSc2nc3c(c(=O)[nH]2)C(c2ccncc2)C2=C(CCCC2=O)N3)cc1 (stereo not drawn)
    -4%, 5.0%, 20%, 2%
COCC(C)NC(=O)COc1ccc(Cl)cc1Cl (stereo not drawn)
    -11%, 1.2%, -6%, -4%
Cc1cccc(-c2noc(CN(C(=O)c3ccc4c(c3)OCO4)C(C)C)n2)c1
    5%, ?, -11%, 13%
O=c1c2ccccc2c(C=NC2CCS(=O)(=O)C2)c(O)n1-c1ccccc1 (stereo not drawn)
    -3%, -0.8%, 11%, 9%
Cc1ccc(C(=O)Nc2ccc(F)cc2)cc1S(=O)(=O)N1CCOCC1
    -18%[10.9 µM], ?, -16%, -12%
CCN(CC)c1ccc(NC(=O)c2ccccc2F)cc1
    -49%[inhibitor], ?, ?, ?
CSc1nnc(Cc2ccc3c(c2)OCO3)o1
    -12%, -0.1%, 9%, -5%
CCNc1ccc(C(=O)OCC)cc1NC(=O)c1cccc(N(C)C)c1
    -16%, 4.0%, -9%, 4%
N#Cc1cccc(-c2ccc3ncnc(NCCN4CCOCC4)c3c2)c1
    -17%, -3.3%[11.4 µM], -3%, 4%
COc1ccc(-n2ccn(CC(=O)NCCc3ccccc3)c(=O)c2=O)cc1OC
    -12%[10.9 µM], 0.0%, 16%, 7%
Cc1ccc(F)cc1NC(=O)C1CCCN(c2ncccn2)C1 (stereo not drawn)
    -6%, -1.6%, -1%, -5%
CCOc1ccc(CCNC(=O)c2cc(Nc3ccc(C)cc3C)nc3ccccc23)cc1OCC
    -14%[10.9 µM], 1.3%, 37%[activator], 10%
CCCCC(=O)N(c1ccc(OCC)cc1)C1C=CS(=O)(=O)C1 (stereo not drawn)
    -3%, 0.9%, -2%, -5%
COc1ccc(Nc2ncc(C(=O)Nc3cccc(OC)c3)c3ccccc23)cc1
    29%[10.9 µM], ?, 20%, -3%
Cc1cccc(CN2CCN([C@@H](c3ccccc3)c3ccc(Cl)cc3)CC2)c1
    -18%[16.8 µM], 0.0%[25.6 µM], -3%[20.6 µM], 1%[20.6 µM]
CCOC(=O)c1ccc(NC(=S)NNC(=O)C2(C)CC2(Cl)Cl)cc1 (stereo not drawn)
    nt, nt, 22%, 6%
COc1ccc2c(c1)cc1c(=O)n(CC(=O)NC3CC3)nc(C)n12
    -4%[10.9 µM], -0.3%, -2%, -7%
Cc1ccc(-n2c(=O)c3c4c(sc3n(Cc3cc(=O)n5cc(Cl)ccc5n3)c2=O)CCC4)cc1C
    -8%[10.9 µM], -1.1%, -6%, 4%
Cc1c(C(=O)N2CCN(C(=O)c3ccco3)CC2)sc2nc(-c3ccc(F)cc3)cn12
    -17%, 2.6%, 8%, 5%
O=C(CSc1nccn1Cc1ccc(Cl)cc1)Nc1nc2ccccc2s1
    13%[10.9 µM], ?, -7%, 31%[activator]
Cc1nc2ccc(S(=O)(=O)CCC(=O)Nc3ccccc3C)cc2s1
    -16%[10.9 µM], -2.1%, 3%, 8%
CC(C)c1nc2ccc(C(=O)NCc3ccc(F)cc3)cc2o1
    8%[10.9 µM], -0.1%, -6%, 4%
CCCNC(=O)c1ccc(Cn2c(SCC(N)=O)nc3ccccc3c2=O)cc1
    -11%[10.9 µM], 0.5%, -15%, 15%
COC(=O)C(NC(=O)c1ccccc1)c1ccccc1 (stereo not drawn)
    -16%, -2.0%, 0%, -8%
Cc1cc(N2CCC(C)CC2)n2nc(C)c(-c3ccccc3)c2n1
    0%, 0.6%, 16%, 6%
COc1ccc2c(c1)O[C@@H]1c3ccc(OC)cc3OCC21 (stereo partly drawn)
    -4%, nt, 0%, -5%
CCC(=O)N1CCc2cc(CNC(=O)c3ccccc3C)ccc21
    -13%[10.9 µM], -2.6%, 0%, -2%
COC(=O)c1cc2sccc2n1CC(=O)Nc1cccc(SC)c1
    -6%, -1.3%, -5%, -13%
Cc1cc(C)cc(OCCCn2c(-c3ccc(Cl)cc3)nc3ccccc3c2=O)c1
    -3%[10.9 µM], ?, 3%, -1%
Cc1ccc(C)c(Nc2ncnc3nc[nH]c23)c1
    -23%, 4.4%, 3%, -1%
Cc1nc2ccc(C(=O)N3CCN(c4ccccn4)CC3)cc2s1
    -2%, 0.6%, 1%, 6%
COC(=O)c1ccc(Cl)cc1NC(=O)N1CC2CCCN2c2ccccc21 (stereo not drawn)
    -11%[10.9 µM], -2.6%, -8%, 9%
CCCc1nc2c3cnn(-c4cccc(Cl)c4)c3ncn2n1
    -10%, -2.7%, 3%, -4%
CCCCCCC(=O)N1CCC(c2nc3c(nnn3Cc3ccccc3Cl)c(=O)[nH]2)CC1
    -3%, ?, ?, 17%
COc1ccc(NS(=O)(=O)c2cc3c(cc2C)NC(=O)CO3)c(OC)c1
    7%[10.9 µM], -0.1%, -9%, -4%
COc1ccc(N2CC(NC(=O)COc3ccccc3)CC2=O)cc1OC (stereo not drawn)
    14%[10.9 µM], -1.0%, -4%, -3%
COc1ccc(NC(=O)c2cc(CN3CCCC3)on2)cc1Cl
    -9%[10.9 µM], 0.9%, -29%, -27%
O=C(CSCCO)N1CCc2ccccc21
    13%, 0.5%, 3%, -1%
Cc1ccccc1Nc1nc(N)nc(CSc2nc3ccccc3c(=O)n2CCCO)n1
    -8%, 0.6%, -17%, -4%
CC(=O)c1cccc(NC(=O)c2cc3nc(C)cc(C)n3n2)c1
    -32%[inhibitor], -1.2%, ?, ?
COc1ccc(C(=O)COC(=O)c2cc(-c3ccccc3)nc3c(C)cccc23)cc1
    -12%[10.9 µM], -1.2%, 1%, -2%
CC(=O)N(Cc1cccnc1)c1nc2ccc(F)cc2s1
    12%[10.9 µM], 1.4%, -12%, 4%
O=[N+]([O-])c1ccc2ncccc2c1CCc1c([N+](=O)[O-])ccc2ncccc12
    15%[10.9 µM], -0.2%[11.4 µM], 1%[9.22 µM], 2%[9.22 µM]
c1csc(Cc2nn3c(-c4n[nH]c5c4CCC5)nnc3s2)c1
    -9%, -3.1%, 1%, 5%
N#CCSc1nc2cc(C(=O)N3CCCC3)ccc2c(=O)n1Cc1ccccc1
    -24%, -1.6%, -26%, -6%
CCOC(=O)c1cnc2c(ccc3ccccc32)c1Nc1ccc(OC)c(OC)c1
    -27%[10.9 µM], 7.5%, 12%, 11%
CC1=C(C#N)C(NC(=O)C2CC2)(C(F)(F)F)C(=O)N1 (stereo not drawn)
    -7%, ?, 18%, -4%
COC(=O)[C@@]1(Cc2ccccc2)[C@H]2c3cc(C(=O)N4CCCC4)n(CCSCCO)c3C[C@H]2CN1C(=O)c1ccccc1
    -12%, nt, -8%, 2%
CCOC(=O)c1cccc(NC(=O)CCCn2nc(C)c3c(C)n(-c4ccccc4)nc3c2=O)c1
    -10%[10.9 µM], ?, -12%, 10%
O=C1Nc2ccccc2C(O)(C(=O)NCc2ccco2)N1c1ccc(Cl)cc1 (stereo not drawn)
    -15%, -1.8%, 3%, -4%
c1ccc([C@H]2NCCc3c2[nH]c2ccccc32)cc1
    nt, nt, 0%[9.22 µM], 3%[9.22 µM]
CC(C)c1[nH]nc2c1C(Cc1ccccc1)C(C#N)=C(N)O2 (stereo not drawn)
    -1%, 0.6%, 17%, 4%
Cc1nc2c(C(=O)N3CCCC3)c[nH]n2c(=O)c1Cc1ccc(F)cc1Cl
    -9%, -0.3%, -6%, 5%
CC(C)(C)S(=O)(=O)c1c(C(=O)O)cccc1C(=O)O
    3%, -2.6%, -1%, 2%
COc1ccc(OC)c(S(=O)(=O)N2CCC(C(=O)NCC3CCCO3)CC2)c1 (stereo not drawn)
    2%, 0.6%, 0%, 8%
NS(=O)(=O)c1cc(Br)c(N=Nc2ccc(O)c3ncccc23)c(Br)c1
    -10%[10.9 µM], -1.4%[11.4 µM], -5%[9.22 µM], -3%[9.22 µM]

Copied from the results shown for reference:
Values run as follows: Peg3 imprint, IkB signaling, p53ts 39C kill, p53ts 32C kill
COc1ccc(OC)c(S(=O)(=O)N2CCC(C(=O)NCC3CCCO3)CC2)c1 (stereo not drawn)
    2%, 0.6%, 0%, 8%
NS(=O)(=O)c1cc(Br)c(N=Nc2ccc(O)c3ncccc23)c(Br)c1
    -10%[10.9 µM], -1.4%[11.4 µM], -5%[9.22 µM], -3%[9.22 µM]

Returning to the listing; the 7 compounds before the break are reprinted first.
compound | Peg3 imprint | IkB signaling | p53ts 39C kill | p53ts 32C kill
O=C1Nc2ccccc2C(O)(C(=O)NCc2ccco2)N1c1ccc(Cl)cc1 (stereo not drawn) | -15% | -1.8% | 3% | -4%
c1ccc([C@H]2NCCc3c2[nH]c2ccccc32)cc1 | nt | nt | 0%[9.22 µM] | 3%[9.22 µM]
CC(C)c1[nH]nc2c1C(Cc1ccccc1)C(C#N)=C(N)O2 (stereo not drawn) | -1% | 0.6% | 17% | 4%
Cc1nc2c(C(=O)N3CCCC3)c[nH]n2c(=O)c1Cc1ccc(F)cc1Cl | -9% | -0.3% | -6% | 5%
CC(C)(C)S(=O)(=O)c1c(C(=O)O)cccc1C(=O)O | 3% | -2.6% | -1% | 2%
COc1ccc(OC)c(S(=O)(=O)N2CCC(C(=O)NCC3CCCO3)CC2)c1 (stereo not drawn) | 2% | 0.6% | 0% | 8%
NS(=O)(=O)c1cc(Br)c(N=Nc2ccc(O)c3ncccc23)c(Br)c1 | -10%[10.9 µM] | -1.4%[11.4 µM] | -5%[9.22 µM] | -3%[9.22 µM]
CC(C)(C)C1CCc2c(sc(NC(=O)c3noc4c3CCCC4)c2C#N)C1 (stereo not drawn) | 13%[10.9 µM] | 1.7% | 2% | 10%
COc1cc2c(cc1OC)C1=C(C#N)COCN1CC2 | nt | 6.3% | 11% | -12%
Cc1cc(S(=O)(=O)Nc2cc3c(cc2N2CCOCC2)n(C)c(=O)c(=O)n3C)ccc1F | 2%[10.9 µM] | 1.4% | -25% | 5%
CC(C)(C)c1csc(NC(=O)Cn2cnc3ccccc3c2=O)n1 | -11% | -2.4% | -10% | -2%
COc1cc(-c2noc(C3CC(=O)N(c4ccc5c(c4)OCCO5)C3)n2)cc(OC)c1OC (stereo not drawn) | -12%[10.9 µM] | ? | -29% | -4%
CNC(=O)c1ccc(NC(=O)c2nsc3ccccc23)cc1 | -70%[inhibitor][10.9 µM] | ? | 7.9µM* | 7.9µM*
COc1cccc2c1Oc1ncccc1N(C(=O)CCC(=O)NCc1ccc(C)cc1)C2 | 6%[10.9 µM] | ? | 25% | 6%
Cc1cc(NC(=O)c2ccc3c(c2)C(=O)N(Cc2cccnc2)C3=O)no1 | -8% | 0.1% | 3% | -1%
Cc1cc(C(F)F)n2nc(C(=O)Nc3ccc(F)c(Cl)c3)nc2n1 | 2%[10.9 µM] | 1.5% | 5% | -7%
O=S(=O)(NCC1CCCO1)c1cc(Cl)ccc1Br (stereo not drawn) | -9% | -0.2% | -3% | -3%
CC(=O)c1c(C)nc2cc(Cl)ccc2c1N | -13% | -1.7% | -7% | -9%
COCCNC(=O)c1ccc(-n2c(=O)c(=O)[nH]c3ccccc32)cc1 | nt | nt | 9% | 8%
CCn1c(SCC(=O)N(Cc2ccccc2)C2CCS(=O)(=O)C2)nc2ccccc2c1=O (stereo not drawn) | -6% | -1.1% | -9% | -4%
COc1ccc(-c2csc(NC(=O)CN3C(=O)CCC3=O)n2)c(OC)c1 | nt | nt | 8% | 13%
COc1ccccc1OCC(=O)N(Cc1ccco1)Cc1ccccc1F | -7%[10.9 µM] | 0.5% | 3% | 4%
CC(c1ccccc1)n1c(-c2ccncc2)n[nH]c1=S (stereo not drawn) | -8% | -0.1% | 8% | 5%
COc1cccc(OCCCN2CCCCC2)c1 | -16% | -0.2% | 4% | -6%
